ATXN2 expr inh – reduces ATXN2 reporter expression in HEK-293 cells. HEK-293 ATXN2-luciferase reporter, luminescence, 24 h. Potency, µM (highest dose often 57 µM), without a hit: top-dose activity change, negative = inhibition, actives largely listed as inhibitors. 360,000 tested, 0.72% active. AID 1745845; note: potency is the fitted concentration of half-maximal effect; % is set by controls: 0 for no effect and ±100 for the full control effect; nearly all actives have a fitted effect of over 55% in size
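qHTS (up to 57 uM final) was run with 24 h compound exposure of reporter cells at 37 °C. Each well was multiplexed: SteadyGlo luminescence measured ATXN2-luciferase expression after a fluorogenic Gly-Phe-AFC viability readout (25 uM final).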
HepG2 tox – kills HepG2 cells in TGF-b inhibitor counter-screen; HepG2 CAGA-GFP viability, ATP luminescence, 18 h; Potency, µM (doses to about 46.1 µM), for the others: top-dose activity change, negative = cytotoxicity, most hits filed as cytotoxic; 410,000 tested, 0.76% active; note: potency is the fitted concentration of half-maximal effect; some results filed as inactive show a strong effect at the top dose
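HepG2 CAGA-GFP cells (1000/well, DMEM with 1% FBS) received compound, then TGF-beta at 500 pg/mL final, and were incubated 18 hours at 37 degrees C. Viability was read by CellTiter-Glo luminescence. Media-only wells were set as complete cell-killing and DMSO as no toxicity.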
S2 tox – viability counter-screen for ATXN expression inhibitors. S2 cells (HEK-293 line with an ATXN2-luciferase reporter) viability, CellTiter-Fluor protease fluorescence, 24 h. Potency, µM (highest dose often 56.7 µM), most hits filed as cytotoxic. 400,000 tested, 0.49% active. AID 651635; note: potency is the fitted concentration of half-maximal effect; nearly all actives have a fitted effect of over 40% in size
TGFb SMAD3 inh – blocks TGF-b signaling; HepG2 CAGA-GFP TGF-b/SMAD3 reporter, GFP fluorescence, 18 h; TGF-beta stimulated, 500 pg/mL final; Potency, µM (doses to about 46.1 µM), without a hit: top-dose activity, negative = inhibition, usual class: inhibitors; 410,000 tested, 1.2% active; AID 588855; note: potency is the fitted concentration of half-maximal effect; % is set by controls: 0 for no effect and ±100 for the full control effect; nearly all actives have a fitted effect of over 65% in size
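Per well, imaged GFP fluorescence of HEPG2 CAGA-GFP cells gives the signal; cells get compound, then TGF-beta (500 pg/mL final), 18 h at 37 degrees C; %Activity versus -TGF-beta and +DMSO controls.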
Nrf2 block – inhibitors of Nrf2 signaling | A549 ARE-Fluc reporter, luciferase luminescence, 18-24 h | Potency, µM (top dose mostly 46 µM), without a hit: at the highest dose activity change, negative = inhibition, most hits filed as inhibitors | 360,000 tested, 2.1% active | AID 504444; note: potency is the fitted concentration of half-maximal effect; % is set by controls: 0 for no effect and ±100 for the full control effect; nearly all actives have a fitted effect of over 60% in size
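Cells were seeded and rested 2 h, then exposed to compounds for 18-24 h. CellTiter-Fluor was read first as a viability measure. BugLite was added 15 min before the final luminescent read of ARE-luciferase activity in A549 cells.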
IL-1B inflam inh – blocks inflammasome-driven IL-1 beta release | 360,000 tested, 4.7% active | activity change, % at 57.5 µM | THP-1 LPS/ATP IL-1B secretion, AlphaLISA, 16 h; active compounds read low; in the data active = activity change below about -50%; inconclusive = mostly about -30% to -49%; note: % is set by controls: 0 for no effect and ±100 for the full control effect
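Secreted IL-1B measured by AlphaLISA bead assay after 16 h compound exposure of THP-1 cells; compounds (final up to 57.5 uM) added 1 h before LPS (250 ng/mL) and ATP (1.25 mM) stimulation; lower signal means less secretion.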
A549 viability – counter-screen for Nrf2 inhibitors: cytotoxicity in A549 cells | A549 ARE-Fluc cells, CellTiter-Fluor viability, 18-24 h | Potency, µM (highest dose often 46 µM), for inactives: top-dose activity change, negative = cytotoxicity, usual class: inhibitors | 390,000 tested, 0.16% active; note: potency is the fitted concentration of half-maximal effect; % is set by controls: 0 for no effect and ±100 for the full control effect
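A549 ARE_Fluc cells in 5% FBS OPTI-MEM were exposed to compounds in concentration-response for 18-24 h at 37 deg C. Viability was read by CellTiter-Fluor fluorescence (Ex 405/Em 525) after 30 min, before the luciferase read.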
Nrf2 ARE act – activators of Nrf2 (ARE) signaling; AREc32 ARE-luciferase reporter (MCF7-derived line), luminescence, 24 h; Potency, µM (top dose mostly 46.1 µM), for the others: at the highest dose activation, usual class: activators; 410,000 tested, 0.31% active; AID 624171; note: potency is the fitted concentration of half-maximal effect; % of control where 0% means no effect; nearly all actives have a fitted effect of over 65% in size
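ARE-driven firefly luciferase activity in AREc32 cells measured after a 24 hr compound exposure at 37 deg C, using Steady-Glo reagent and a 30 min room-temperature hold.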
MCF10A rerep – DNA re-replication induction in MCF 10a cells. MCF 10A DNA re-replication, Hoechst nuclear intensity, 48 h. Potency, µM (highest dose often 46.1 µM), inactives show at the highest dose activity, positive = re-replication, usual class: activators. 350,000 tested, 2.9% active. AID 624296; note: potency is the fitted concentration of half-maximal effect; % of control where 0% means no effect; nearly all actives have a fitted effect of over 50% in size
The depositor's hits bear a star; i = inactive; u = inconclusive; x = not tested or not shown; [ ] = remark or other dose. Unless noted, calls come from the whole dose curve; as a rule, active = well fitted curve in the direction sought with a large enough effect; inconclusive = small, poorly fitted or top-dose-only effect, or another doubt; inactive = no such curve, though single readings can be large; an effect the other way counts as inactive or inconclusive.

[1] COc1ccc2c(C)c(CC(=O)NCc3ccc(C)cc3)c(=O)oc2c1OC
[2] Cc1nn(-c2ccc(Cl)cn2)c2c1C(=O)CC(C)(C)C2Br (stereo not given)
[3] Cc1ccc2sc(NNC(=O)C3=COCCO3)nc2c1C
[4] COc1cccc(OCCCCN2CCCCC2)c1
[5] CCn1c(SCCC#N)nnc1-c1ccncc1
[6] CCOC(=O)N1CCN(Cc2nc3cc(NC(C)=O)ccc3n2C)CC1
[7] CCOC(=O)c1nnc(-c2ccccc2)nc1Oc1ccccc1Cl
[8] CCN(Cc1ccccc1)C(=O)COC(=O)c1c(C)nsc1NC

Compound,1,2,3,4,5,6,7,8
ATXN2 expr inh,8.9%,1.9%,9.9%,0.5%,-19.2%,6.3%,4.3%,-19.9%
HepG2 tox,4.4%,-36.1%,-20.3%,-3.4%,-21.0%,-5.5%,-49.1%,-26.1%
S2 tox,u,i,i,i,i,i,i,i
TGFb SMAD3 inh,32.4%,u,-13.9%,-9.8%,1.6%,-8.5%,u,-23.6%
Nrf2 block,3.9%,-26.0%,-20.1%,x,-18.8%,-15.0%,x,u
IL-1B inflam inh,x,3.0,-27.0,-5.3,19.0,18.2,-15.4,30.3
A549 viability,10.9%,4.3%,-6.4%,0.7%,2.6%,4.4%,8.3%,-0.4%
Nrf2 ARE act,0.6%,8.3%,8.6%,-0.7%,-0.6%,-0.4%,6.6%,-0.6%
MCF10A rerep,x,78.9%,5.4%,u,-18.0%,-19.5%,u,-1.9%

[9] Cc1cccc(C)c1NC(=O)CNC(=O)C1CC(=O)N(Cc2ccccc2)C1 (stereo not given)
[10] Cn1ncc(Cl)c1C(=O)NCc1cc(C(C)(C)C)n[nH]1
[11] CCCn1c(=N)n(CCOc2ccc(OC)cc2)c2ccccc21
[12] CC(C)C1Oc2ccccc2C(=O)N(CC(=O)c2ccc3c(c2)OCCO3)C1=O (stereo not given)
[13] CSc1nc2[nH]c(=O)[nH]c2c(=O)[nH]1
[14] O=S(=O)(O)c1nc2ccccc2n1CCOc1ccccc1
[15] O=C(CSc1nnc(-c2ccco2)n1-c1ccccc1)NCCc1ccccc1
[16] Nc1c(C(=O)NCc2ccccc2)sc2nc(N3CCOCC3)c3c(c12)CCCC3

Compound,9,10,11,12,13,14,15,16
ATXN2 expr inh,0.7%,-8.4%,u,x,-17.2%,0.3%,2.6%,u
HepG2 tox,-1.4%,-31.7%,-64.0%,-0.8%,2.6%,2.4%,-10.5%,7.2%
S2 tox,i,i,i,i,i,i,i,u
TGFb SMAD3 inh,-8.0%,-33.3%,-4.1%,-17.3%,0.0%,-20.1%,-13.4%,1.3%
Nrf2 block,4.0%,u,-29.8%,u,4.7%,-5.7%,-1.2%,u
IL-1B inflam inh,-3.0,20.3,-58.2*,-6.6,-24.5,13.6,-19.3,62.3
A549 viability,6.1%,7.4%,-0.5%,1.5%,3.1%,-7.4%,-2.1%,u
Nrf2 ARE act,0.0%,-0.5%,5.6%,4.0%,0.2%,-0.4%,-0.7%,0.6%
MCF10A rerep,-7.1%,12.1%,u,-3.8%,-7.4%,1.1%,6.2%,8.2%

[17] COc1ccc(N2C(N)=C(C#N)C(c3cccnc3)C3=C2CC(C)(C)CC3=O)cc1 (stereo not given)
[18] CON(C)C(=O)/C=C/c1ccc([B-](F)(F)F)cc1
[19] CCOC(=O)N1CCN(C(=O)c2ccc3c(c2)sc2nc(-c4ccc(OC)cc4)cn23)CC1
[20] C#CCOc1ccc2ccccc2c1/C=C(/C#N)c1ccc(C(=O)O)cc1
[21] CCN(CC)c1nc(N)c2c(N)nc3c(c2c1C#N)CC(c1ccccc1)O3 (stereo not given)
[22] CCN1C(=O)[C@H]2[C@@H](c3ccc(-c4ccc(Cl)c(Cl)c4)cc3)N[C@@](CC(C)C)(C(=O)OC)[C@H]2C1=O
[23] CCOc1ccc(N(CC(=O)Nc2ccc(C)c(F)c2)C2=NC3CS(=O)(=O)CC3S2)cc1 (stereo not given)
[24] O=C(c1ccccc1)n1nc(-c2ccco2)nc1NCc1ccccc1Cl

Compound,17,18,19,20,21,22,23,24
ATXN2 expr inh,-9.9%,7.1%,-11.7%,-15.3%,6.5%,-18.1%,8.6%,19.5%
HepG2 tox,-32.8%,-14.4%,-4.8%,11.4%,1.3%,-25.4%,-8.8%,-0.8%
S2 tox,i,i,i,i,i,i,i,i
TGFb SMAD3 inh,0.0%,24.1%,0.0%,1.9%,u,-6.3%,-1.5%,5.0%
Nrf2 block,x,u,-7.7%,-3.4%,u,22.4%,-14.4%,21.6%
IL-1B inflam inh,19.8,0.0,-20.6,16.9,26.1,0.0,-15.8,x
A549 viability,-5.4%,4.4%,-5.9%,-0.3%,-80.0%,2.2%,-26.3%,14.1%
Nrf2 ARE act,0.3%,7.2%,5.0%,3.8%,0.0%,3.0%,-0.1%,3.8%
MCF10A rerep,12.4%,-54.7%,26.7%,u,20.6µM*,u,u,x

[25] O=C(O)c1ccc(S(=O)(=O)/N=C2\C=C(Nc3ccccc3F)C(=O)c3ccccc32)cc1
[26] COc1cccc(C(=O)c2cn(CC(=O)Nc3cccc(Cl)c3C)c3nc(C)ccc3c2=O)c1
[27] CCC1OC2(C)OC(=N)C1(C#N)C(C#N)(C#N)C2c1ccccc1 (stereo not given)
[28] CCN(CC)S(=O)(=O)c1ccc(OC)c(NC(=O)c2ccc(OC)c([N+](=O)[O-])c2)c1
[29] Cc1ccc(C(=O)COC(=O)c2cccc(N3C(=O)c4c(C)nc5ccccc5c4C3=O)c2)cc1C
[30] NC(=O)COC(=O)CNC(=O)c1sc2ccccc2c1Cl
[31] COc1cc2c(cc1OC)-c1cc(OCCN3CCOCC3)nc(=O)n1CC2
[32] CC(C)C(=O)n1nc(-c2cccnc2)nc1NCc1cccs1

Compound,25,26,27,28,29,30,31,32
ATXN2 expr inh,7.94µM*,11.3%,4.2%,2.3%,0.8%,0.8%,9.6%,-2.0%
HepG2 tox,4.47µM*,0.9%,33.8%,5.7%,2.5%,-3.8%,1.9%,27.2%
S2 tox,7.94µM*,i,i,u,i,i,i,i
TGFb SMAD3 inh,3.16µM*,-21.5%,-3.0%,3.8%,-6.7%,3.3%,0.6%,-16.2%
Nrf2 block,2.2%,0.0%,-13.0%,8.2%,7.7%,-7.3%,4.4%,-19.6%
IL-1B inflam inh,-96.9*,x,0.0,-6.1,24.4,6.8,19.9,-1.2
A549 viability,-6.8%,-6.8%,15.7%,-4.2%,3.0%,0.4%,7.0%,4.2%
Nrf2 ARE act,-3.8%,-0.6%,-0.1%[9.22 µM],2.2%,3.6%,0.3%,u,-0.4%
MCF10A rerep,1.46µM*,x,15.4%,u,6.0%,1.5%,1.1%,2.7%

Among those listed so far, these contain an NH in an aromatic ring.
[10] Cn1ncc(Cl)c1C(=O)NCc1cc(C(C)(C)C)n[nH]1
[13] CSc1nc2[nH]c(=O)[nH]c2c(=O)[nH]1

Compound,10,13
ATXN2 expr inh,-8.4%,-17.2%
HepG2 tox,-31.7%,2.6%
S2 tox,i,i
TGFb SMAD3 inh,-33.3%,0.0%
Nrf2 block,u,4.7%
IL-1B inflam inh,20.3,-24.5
A549 viability,7.4%,3.1%
Nrf2 ARE act,-0.5%,0.2%
MCF10A rerep,12.1%,-7.4%

(further entries)
Order of results: ATXN2 expr inh | HepG2 tox | S2 tox | TGFb SMAD3 inh | Nrf2 block | IL-1B inflam inh | A549 viability | Nrf2 ARE act | MCF10A rerep
33	COc1ccc(CCNC(=O)c2ccc(Cn3c(=O)c4ccccc4n(Cc4ccc(C)cc4)c3=O)cc2)cc1OC
  4.6% | -0.2% | i | 1.4% | 6.1% | x | 0.5% | 0.4% | x
34	COc1cc(CC(=O)Nc2ccc3c(c2)CCC3)cc(OC)c1OC
  -23.2% | -21.2% | i | 0.0% | u | 0.4 | 5.4% | -0.3%[9.22 µM] | u
35	CN(c1ccc(C(=O)NCc2ccccn2)cc1)S(C)(=O)=O
  -3.6% | -13.1% | i | -25.9% | 22.9% | -0.1 | 3.7% | 0.1% | 1.0%
36	Cc1cc(NS(=O)(=O)c2ccc(NC(=O)CCN3C(=O)c4ccccc4C3=O)cc2)no1
  -6.7% | 3.8% | i | -18.9% | x | 0.0 | -1.7% | 0.1% | 1.6%
37	COC(=O)c1ccc(C(=O)OC)c(NC(=O)CCc2ccc(C)o2)c1
  0.4% | -19.1% | i | 6.2% | 4.1% | 9.6 | -3.6% | 0.2% | 1.2%
38	Cc1cc(C)nc(NC(=O)NS(=O)(=O)N2CCCCCC2)n1
  -6.4% | -18.6% | i | 1.7% | 0.1% | 17.8 | -1.4% | -0.8% | 0.9%
39	O=C(c1ccc(CN2CCOCC2)cc1)N1CCN(c2ccccc2)CC1
  8.5% | -21.1% | i | -16.5% | -15.5% | -3.9 | 6.4% | -0.3% | 4.2%
40	Cc1ccc(S(=O)(=O)c2nc(S(=O)(=O)c3ccc(C)cc3)c(NCc3ccco3)s2)cc1
  -4.0% | 15.7% | i | -2.4% | u | -9.2 | 6.1% | -0.7% | -0.2%
41	COc1ccc(C(=O)NCCn2cc(SCc3c(F)cccc3Cl)c3ccccc32)cc1
  u | -11.9% | 14.1µM* | 15.8µM* | u | x | u | 0.2% | x
42	CCCNC(=O)CCC(=O)N1Cc2ccccc2Oc2ncccc21
  -2.1% | 13.1% | i | 3.2% | u | x | 5.6% | -0.6% | x
43	Cc1ccc(S(=O)(=O)N(C)C)cc1NC(=O)COC(=O)c1c(C)noc1C
  14.7% | -2.7% | i | -2.8% | 0.4% | 26.0 | 3.0% | 0.3% | -6.1%
44	Cn1cccc1C(=O)NC1CCCCC1
  18.1% | -2.2% | i | -16.3% | u | 12.8 | 0.4% | 0.2% | -35.6%[inhibitor]
